Autophagy HCS = autophagy modulators in MEF cells, primary screen, imaging, high-content, MEF GFP-LC3 | MEF GFP-LC3 puncta imaging; test concentration mostly 10 µM | calls only at 10 µM (by protocol) | 190,000 tested, 0.98% active | AID 463193, 2010;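 active = percentage of spot-positive cells more than 3 SD above its plate mean, without a fluorescence outlier flag or 80% toxicity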;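 also: spot-positive cell cutoff set from DMSO-treated cells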
WT yeast gro inh = growth inhibition of WT strain, primary screen, mitochondrial fusion inhibitor project, WT and mutant strains, chemical genetic; inhibition, % at 10 µM; AID 1362, 2008; mitochondrial fusion phenotypic screen; 190,000 tested, 2.1% active; in the data active = inhibition above about 58%; tested in S. cerevisiae
Yfh1-off respiration = enhancers of respiration in Yfh1-depleted yeast, dose response, Friedreich's ataxia, plus single-dose screen (AID 1465). S. cerevisiae Yfh1-off respiration, WST-1 reduction, 72 h; higher fold induction means a stronger effect. one-dose fold induction at 50 µM; EC50 in µM for titrated hits. 220,000 tested, 0.074% active;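 active = fold induction of absorbance versus untreated yeast above a set limit, then at least 30% activation at any dose in follow-up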;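 also: activators that raise dye reduction in frataxin-depleted yeast; strong numbers were not always called active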
Insulin prom up = insulin promoter activators in MIN6 cells, imaging, high-content screening, mouse beta cells; MIN6 insulin promoter-GFP reporter; hits give high values; z-score at 5 µM; 190,000 tested, 0.3% active;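 active = z-score above 3 at 5 µM with at least 500 cells counted in the well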
Dynein transport = inhibitors of GR-EGFP nuclear translocation, primary screen, dynein cargo transport inhibitor project, imaging, high-content, 3617.4 mouse cells; 220,000 tested, 0.47% active; test concentration mostly 20 µM; stimulated with dexamethasone, 1 µM; hits give low values; z-score, hits read low;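 active = plate z-score of nuclear minus cytoplasmic receptor signal below a set negative limit, without overly bright fluorescence or cell loss, cut at about -3.5 in these data, passing the limit was not always enough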;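 also: z-score of nuclear minus cytoplasmic ring GR-EGFP intensity difference per well; some compounds called inactive have numbers as strong as hits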
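Buffer or medium: tet-free medium with charcoal-stripped serum / Also added: dexamethasone agonist, 1.0 µM final, for 30 min / Timing: induction 48 h, compound 1 h, agonist 30 min / Measured by: high-content fluorescence imaging after fixation / Read-out: nuclear-to-cytoplasmic GR-EGFP distribution per well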
MT stabilize HCS = microtubule stabilizers in HeLa cells, primary screen, imaging, high-content imaging; AID 2205, 2009; 200,000 tested, 0.83% active; HeLa tubulin immunostaining HCS, 24 h; share of cells brighter than vehicle mean+2SD; % tubulin-high responders, % at 10 µM;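 active = plate Z-score above 3 for both tubulin-high and condensed-nucleus cell shares, with cell loss under 80%, at 10 µM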;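 also: anti alpha tubulin signal scored within the nucleus-defined area of each cell; some results filed as inactive read as strong as hits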
Lipid droplet = inhibitors of hepatocyte lipid droplet formation, primary screen, imaging, high-throughput imaging, BODIPY stain; AML12 mouse hepatocytes, oleate lipid droplets; inhibition, % at 6.5 µM; 240,000 tested, 0.4% active; AID 1656, 2009;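 active = lipid droplet intensity inhibited by at least 50%, with more than 500 cells counted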
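Assay system: AML12 mouse liver cells | Compound dosing: One dose, 6.5 µM compound | Read-out basis: Droplet intensity reduction, % inhibition | Measured by: Fluorescence imaging, 20x objective, two fields per well | Schedule: Overnight treatment with compound plus oleate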
NOD2 inhibition = NOD2 signaling inhibitors, cell-based, luminescence, uHTS, HEK293 (AID 1566); inhibition, % at 4 µM; hits with a dose series show EC50 in µM; HEK293 NOD2/NF-kB luciferase reporter, luminescence; higher % means a stronger effect; 290,000 tested, 0.63% active; in the data active = inhibition above about 50%; also: many of its hits are not listed in these tables
b-catenin transl = modulators of beta-catenin nuclear translocation, primary screen, imaging, HeLa cells, immunofluorescence, high-content. nuclear translocation activity, % at 5 µM. 190,000 tested, 0.3% active;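 active = nuclear translocation activity above 50% at 5 µM, with a well cell count of 50 or more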;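 also: per-cell ratio of nuclear to cytoplasmic median beta-catenin stain intensity; plate controls were DMSO negative control for no effect and GSK-3 inhibitor IX positive control for full effect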
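Assay system: human HeLa cells, native beta-catenin; doses: 5 µM primary, 0.02–20 µM confirmation; incubation: compound treatment 24 h, 37°C, 5% CO2; technique: fluorescence imaging of beta-catenin antibody stain plus DAPI; measure: % activation, nuclear-to-cytoplasmic median beta-catenin signal ratio per cell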
WT yeast gro inh mutant strain = recorded beside WT yeast gro inh, whose call it bears; inhibition, %; mitochondrial fusion phenotypic screen, mutant strain inhibition
Dynein transport cytoplasmic EGFP = second read-out of Dynein transport, no call of its own (marks repeat the call); z-score; measured here: cytoplasmic GR-EGFP intensity; hits give high values
Dynein transport nuclear GR-EGFP = further read-out of Dynein transport, marked with its call; z-score; measured here: nuclear GR-EGFP intensity;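 lower value marks the stronger effect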
Dynein transport cell count = also measured in Dynein transport; calls as there; z-score; measured here: cell count per field
Insulin prom up cell count = recorded beside Insulin prom up, whose call it bears; cell count; measured here: cytotoxicity, nuclei count;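 total cells summed across four imaged fields per well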
Lipid droplet cells 6.5 µM = recorded beside Lipid droplet, whose call it bears; cell count; measured here: cell count, cytotoxicity flag;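 cells counted across two imaged fields per well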
b-catenin transl cell count 5 µM = second read-out of b-catenin transl, no call of its own (marks repeat the call); cell count; measured here: cell count, cytotoxicity flag
MT stabilize HCS Hoechst-high % = second read-out of MT stabilize HCS, no call of its own (marks repeat the call); % Hoechst-high responders; measured here: nuclear condensation Hoechst responders;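 share of cells brighter than vehicle mean plus two SD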
MT stabilize HCS cytotoxicity % = also measured in MT stabilize HCS; calls as there; toxicity, %; measured here: cytotoxicity by cell density;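 0% = mean cell density of plate MIN control wells and 100% = no cells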
Autophagy HCS cell loss 18 h = further read-out of Autophagy HCS, marked with its call; toxicity, %; measured here: cell loss, nuclei count;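 cell loss after 18 h compound exposure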
Starred values were filed as active, the others as inactive; i = inactive; x = no result given; + = active, no number. This is a subset. The share of hits here may be higher or lower than overall.

Codes – A = Autophagy HCS; B = Autophagy HCS cell loss 18 h; C = WT yeast gro inh; D = WT yeast gro inh mutant strain; E = Yfh1-off respiration; F = Insulin prom up; G = Insulin prom up cell count; H = Dynein transport; I = Dynein transport cytoplasmic EGFP; J = Dynein transport nuclear GR-EGFP; K = Dynein transport cell count; L = MT stabilize HCS; M = MT stabilize HCS Hoechst-high %; N = MT stabilize HCS cytotoxicity %; O = Lipid droplet; P = Lipid droplet cells 6.5 µM; Q = NOD2 inhibition; R = b-catenin transl; S = b-catenin transl cell count 5 µM
> O=C(O)Cc1ccc(Nc2cnn(C34CC5CC(CC(CC(=O)O)(C5)C3)C4)c(=O)c2Cl)cc1
  A: x	B: x	C: x	D: x	E: i	F: -0.09	G: 994	H: -0.52	I: -0.24	J: -0.29	K: 1.1	L: x	M: x	N: x	O: -2	P: 717	Q: 7%	R: -0.2	S: 1341

> O=C1Nc2ccccc2N=C(c2ccccc2)c2ccccc21
  A: x	B: x	C: x	D: x	E: i	F: -0.39	G: 1348	H: 0.4	I: -0.27	J: 0.18	K: -0.44	L: x	M: x	N: x	O: -3	P: 688	Q: -31%	R: -1.4	S: 1179

> Cc1nnc(SC(=O)N2c3ccccc3Sc3ccccc32)s1
  A: i	B: 11	C: -7	D: -4	E: i	F: -0.88	G: 1073	H: -2.9	I: 0.85	J: -1.4	K: -0.75	L: 36	M: 2.2	N: 48	O: -3	P: 679	Q: 12%	R: 2.1	S: 927

> OCCCNc1nc(-c2ccccc2)nc2c1oc1ccccc12
  A: x	B: x	C: x	D: x	E: i	F: 0.31	G: 1041	H: -0.68	I: -0.25	J: -0.34	K: 0.82	L: x	M: x	N: x	O: 13	P: 707	Q: -2%	R: -0.2	S: 1320

> O=C(CNC(=O)c1cccc(F)c1)N/N=C/c1cc(Br)ccc1OC(=O)/C=C/c1ccco1
  A: i	B: 23	C: 16	D: -7	E: i	F: -8.6	G: 653	H: -0.19	I: -0.2	J: -0.51	K: 0.3	L: 2.8	M: 1.4	N: 5.3	O: 17	P: 663	Q: 43%	R: x	S: x

> CS(=O)(=O)N(Cc1ccc(Cl)cc1)c1ccc(C(=O)N2CCN(c3ccccc3)CC2)cc1
  A: i	B: -5	C: 27	D: 16	E: i	F: 0.41	G: 858	H: -0.49	I: -0.22	J: 0.0078	K: 0.77	L: 1.4	M: 1.5	N: 7.9	O: 0	P: 699	Q: 5%	R: x	S: x

> CC(C)c1ccc(CNC(=O)C(=O)NCC2CCCO2)cc1 (stereo not drawn)
  A: i	B: 0	C: -13	D: -6	E: i	F: -0.06	G: 1123	H: -0.37	I: -0.25	J: -0.42	K: 0.84	L: 4.1	M: 2.6	N: 2.9	O: -3	P: 645	Q: -3%	R: x	S: x

> O=C(Oc1ccc(N(Cc2cccs2)C2=NS(=O)(=O)c3ccccc32)cc1)c1ccccc1Cl
  A: i	B: -11	C: -7	D: 6	E: i	F: -0.09	G: 961	H: -0.56	I: -0.2	J: -0.04	K: -0.74	L: 5.6	M: 2.3	N: 7.6	O: -22	P: 726	Q: -5%	R: 1.9	S: 1227

> O=C(c1ccc(=O)oc1)N1CCOCC1
  A: i	B: 2	C: 19	D: 0	E: x	F: 0.3	G: 1428	H: -0.61	I: -0.22	J: -0.12	K: 0.34	L: 3.4	M: 4.2	N: 7.4	O: x	P: x	Q: -7%	R: 2.7	S: 1402

> O=C(O)CCCC(=O)Nc1ccc(Oc2cccc(C(F)(F)F)c2)nc1
  A: x	B: x	C: x	D: x	E: i	F: x	G: x	H: -0.48	I: -0.27	J: -0.29	K: 0.89	L: x	M: x	N: x	O: 0	P: 715	Q: 3%	R: -4.2	S: 1173

> Cc1ccc(Nc2nc(N)nc(CN3CCN(Cc4ccc5c(c4)OCO5)CC3)n2)cc1Cl
  A: +	B: -12*	C: 29	D: 8	E: i	F: -2.1	G: 840	H: -0.56	I: -0.15	J: -0.22	K: 0.29	L: 3.6	M: 1.1	N: 1.4	O: x	P: x	Q: -23%	R: -8.8	S: 1000

> COc1ccc(C2C(C(=O)c3sc(C)nc3C)=C(O)C(=O)N2CCCn2ccnc2)cc1OC (stereo not drawn)
  A: i	B: -2	C: 17	D: 13	E: i	F: 0.92	G: 1438	H: -0.23	I: -0.18	J: -0.22	K: 0.052	L: 1.1	M: 2.2	N: 7.6	O: x	P: x	Q: 7%	R: 2.4	S: 1299

> C=CCNCCOc1ccc(C(C)(C)c2ccccc2)cc1
  A: i	B: 12	C: 11	D: 11	E: i	F: -0.19	G: 1291	H: -0.81	I: -0.29	J: -0.84	K: 1.3	L: 2.3	M: 2.3	N: 5.3	O: 1	P: 652	Q: 4%	R: 2.6	S: 897

> CCN(C(=O)COc1ccccc1)c1nnc(-c2cccnc2)s1
  A: i	B: 6	C: -12	D: 5	E: i	F: 0.75	G: 968	H: -0.71	I: -0.28	J: -0.41	K: 1.1	L: 1.3	M: 1.6	N: 4.8	O: 0	P: 805	Q: -25%	R: x	S: x

> CCOC(=O)c1cccc(NC(=O)CN(c2ccc(C)cc2)S(=O)(=O)c2c(C)n[nH]c2C)c1
  A: i	B: 5	C: 3	D: -3	E: i	F: -0.92	G: 1464	H: -0.62	I: -0.24	J: -0.15	K: 0.94	L: 1.4	M: 1.4	N: 11	O: x	P: x	Q: 12%	R: -4.6	S: 961

> O=C(NNC(=O)C1COc2ccccc2O1)c1cccc([N+](=O)[O-])c1 (stereo not drawn)
  A: i	B: 19	C: -4	D: -10	E: i	F: 0	G: 1195	H: -0.55	I: -0.35	J: -0.35	K: 0.94	L: 2.9	M: 2.2	N: 2.1	O: 2	P: 714	Q: -7%	R: -1.4	S: 1150

> CCOC(=O)CN(C(=O)COc1nc(C)cc(C)c1C#N)c1cccc(Cl)c1
  A: x	B: x	C: x	D: x	E: i	F: 0.45	G: 1046	H: 0.87	I: -0.13	J: 0.25	K: -0.22	L: x	M: x	N: x	O: -6	P: 643	Q: -10%	R: -0.5	S: 1258

> COc1ccccc1NC(=O)N1CCCC1C(=O)NCc1ccc2c(c1)OCO2 (stereo not drawn)
  A: i	B: -7	C: 1	D: -25	E: i	F: -0.88	G: 1594	H: -0.043	I: -0.24	J: -0.8	K: 0.7	L: 3.8	M: 1.4	N: 5.9	O: x	P: x	Q: 14%	R: 2.3	S: 1282

> CCCCCCN(C(=O)CCCCCN1C(=O)NC(c2ccc(-c3ccccc3)cc2)C(C(=O)OCc2ccccc2)=C1C)C(C(=O)NCCCC)c1ccc(-c2ccccc2)cc1 (stereo not drawn)
  A: x	B: x	C: x	D: x	E: i	F: x	G: x	H: -0.27	I: -0.69	J: -0.076	K: 0.43	L: x	M: x	N: x	O: -12	P: 726	Q: 4%	R: -1.3	S: 1156

> O=C(NC(=S)NCC1CCCO1)c1ccc(Br)o1 (stereo not drawn)
  A: i	B: 3	C: 11	D: 24	E: i	F: 0.04	G: 1620	H: 0.44	I: 0.28	J: 0.14	K: 0.01	L: 4.4	M: 1.6	N: 13	O: 4	P: 668	Q: -27%	R: -3.1	S: 1115

> CCOc1cccc(NC(=O)C2CC(=O)NC(=Nc3ccccc3)S2)c1 (stereo not drawn)
  A: i	B: -1	C: 16	D: 14	E: i	F: 0.21	G: 1223	H: -0.7	I: 0.097	J: -0.93	K: -0.097	L: 2.6	M: 1.6	N: 8.1	O: 8	P: 773	Q: 5%	R: -0.7	S: 1040

> O=C(O)CS(=O)(=O)CC(=O)O
  A: i	B: 2	C: -1	D: -4	E: i	F: 0.04	G: 1377	H: 0.096	I: 0.17	J: -0.13	K: 0.18	L: 3.7	M: 0.9	N: 5.0	O: x	P: x	Q: 9%	R: -2.9	S: 1006

> COc1ccc(CCN2C(=NC(=O)CC(C)C)SC3CS(=O)(=O)CC32)cc1OC (stereo not drawn)
  A: x	B: x	C: x	D: x	E: i	F: -0.37	G: 1062	H: 0.82	I: -0.11	J: 1.1	K: -1.1	L: x	M: x	N: x	O: -4	P: 678	Q: -4%	R: -0.9	S: 1267

> CC#CCCCC(=O)Nc1cccc(C(=O)O)c1
  A: i	B: 20	C: 14	D: -1	E: i	F: x	G: x	H: -0.72	I: -0.23	J: -0.024	K: 0.38	L: 6.8	M: 1.8	N: 5.1	O: x	P: x	Q: -45%	R: x	S: x

Exported with two lines to a compound: entries from further up
Order of values: Autophagy HCS	Autophagy HCS cell loss 18 h	WT yeast gro inh	WT yeast gro inh mutant strain	Yfh1-off respiration	Insulin prom up	Insulin prom up cell count	Dynein transport	Dynein transport cytoplasmic EGFP	Dynein transport nuclear GR-EGFP	Dynein transport cell count	MT stabilize HCS	MT stabilize HCS Hoechst-high %	MT stabilize HCS cytotoxicity %	Lipid droplet	Lipid droplet cells 6.5 µM	NOD2 inhibition	b-catenin transl	b-catenin transl cell count 5 µM
O=C(O)CCCC(=O)Nc1ccc(Oc2cccc(C(F)(F)F)c2)nc1
    x	x	x	x	i	x	x	-0.48	-0.27	-0.29	0.89	x	x	x	0	715	3%	-4.2	1173
Cc1ccc(Nc2nc(N)nc(CN3CCN(Cc4ccc5c(c4)OCO5)CC3)n2)cc1Cl
    +	-12*	29	8	i	-2.1	840	-0.56	-0.15	-0.22	0.29	3.6	1.1	1.4	x	x	-23%	-8.8	1000

Screening data (PubChem)
